HIV fusion peptide – inhibitors of HIV fusion peptide binding, primary screen, biochemical, uHTS, fluorescence dequenching (AID 1986). cell-free peptide binding, fluorescence dequenching, 30 min; higher % means a stronger effect. inhibition, % at 20 µM; hits with a dose series show IC50 in µM. actives 0.3% (n = 290,000); in the data active means inhibition mostly above about 52%, no sharp cut-off; inactive means mostly below about 76%; further: some results filed as inactive read as strong as hits
SV40 large T antigen – TAg ATPase/helicase activity blockers – biochemical (AID 1903) | SV40 large T antigen ATPase/helicase inhibition assay; higher % means a stronger effect | inhibition, % at 20 µM; hits with a dose series show IC50 in µM | actives 0.39% (n = 310,000); in the data active means a potency from the dose series; inconclusive means inhibition mostly from about 32% at the one dose, without a potency; inactive means the rest, 99 in 100 with inhibition below about 32%; further: strong numbers were not always called active
MgcRacGAP inhibition – MgcRacGAP GTPase-activating activity inhibitors, confirmation, biochemical, ADP Hunter fluorescence; MgcRacGAP-stimulated Rac1 GTP hydrolysis, ADP Hunter fluorescence; higher % means a stronger effect; GST-tagged Rac1 F28L mutant substrate; inhibition, % at 30 µM, or IC50 in µM where a hit was titrated; actives 0.6% (n = 340,000);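 active means first-screen hits whose inhibition reached a set limit at any dose in the follow-up dose series; inconclusive means inhibition above the set first-screen limit but never retested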;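 further: fluorescence reports GDP produced by GAP-driven GTP hydrolysis; strong numbers were not always called active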
GPR35 arrestin U2OS – inhibition of zaprinast-stimulated GPR35 beta-arrestin translocation – imaging, U2OS, beta-arrestin-GFP, zaprinast agonist, primary screen (AID 2058); U2OS GPR35 beta-arrestin-GFP translocation imaging, zaprinast antagonism; higher % means a stronger effect; inhibition, % at 10 µM; hits with a dose series show IC50 in µM; actives 0.052% (n = 290,000);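 active means inhibition of at least 50% with at least 30 cells and total cytoplasm GFP at most 10,000,000; inconclusive means under 30 cells or total GFP of 10,000,000 plus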
GPR55 LPI antagonism – inhibition of LPI-stimulated GPR55 beta-arrestin translocation – imaging, U2OS, beta-arrestin-GFP, LPI agonist, primary screen (AID 2013) | one-dose inhibition, % at 10 µM; IC50 in µM for titrated hits | U2OS GPR55 beta-arrestin-GFP translocation imaging, LPI antagonism; higher % means a stronger effect | actives 0.13% (n = 290,000);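 active means spots per cell inhibited over 60%, with over 100 cells counted and total cytoplasm intensity under 500,000; inconclusive means wells with under 100 cells, flagged as likely toxic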;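 further: U2OS cells stably carrying GPR55 and arrestin-GFP stimulated by 5 µM LPI near EC80; imaged beta-arrestin-GFP aggregate spots per cell after agonist stimulation; plate controls were LPI-stimulated DMSO wells for no effect and DMSO wells without LPI for full effect; some results filed as inactive read as strong as hits; confirmed hits need IC50 under 10 µM and bright autofluorescent wells are also inconclusive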
UTI89 phage lysis – protection from phage-mediated lysis, alamar blue read-out – E. coli UTI89, K1F phage, bacterial capsule biogenesis inhibitors (AID 488966). inhibition, % at 100 µM; hits with a dose series show IC50 in µM. E. coli UTI89 K1F phage lysis, alamar blue, 2 h; higher % means a stronger effect. actives 0.02% (n = 340,000);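 active means phage lysis inhibition, versus mean bacterial control, above a set limit; inconclusive means no clear call, values can overlap the other calls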;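 further: capsule biogenesis inhibitors block K1F phage lysis so surviving cells raise fluorescence; higher fluorescence means more inhibition of phage lysis; actives were called in the ten point dose series up to 300 µM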
Dengue-2 NS5 capping – Dengue-2 NS5 methyltransferase inhibitors, primary screen, biochemical, confirmation dose response (AID 588689) | Dengue-2 NS5 methyltransferase capping enzyme assay, biochemical; higher % means a stronger effect | one-dose inhibition, % at 25 µM; IC50 in µM for titrated hits | actives 0.3% (n = 340,000); in the data active means a potency from the dose series; inconclusive means inhibition above about 29% without an active follow-up result
RSV CPE inhibition – inhibition of RSV-induced cytopathic effect – HEp-2 cells, primary 10 µM value included (AID 2391); actives 0.13% (n = 310,000); HEp-2 cells, RSV-induced CPE inhibition; higher % means a stronger effect; CPE inhibition, % at 10 µM, or IC50 in µM where a hit was titrated; in the data active means a potency from the dose series; inconclusive means CPE inhibition mostly from about 23% at the one dose, without a potency; inactive means the rest, 99 in 100 with CPE inhibition below about 21%; further: strong numbers were not always called active
PhoP inhibition – inhibitors of PhoP regulon expression, primary screen, Salmonella Typhimurium, GFP reporter (AID 1863). inhibition, % at 50 µM; hits with a dose series show IC50 in µM. S. Typhimurium PhoP-regulated promoter GFP reporter, 4 h; higher % means a stronger effect. actives 0.16% (n = 300,000);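 active means inhibition over 29.93%, a cutoff 3 SD above the screen mean, later confirmed by dose response; inconclusive means inhibition over 29.93% but no dose response follow-up; inactive means inhibition at most 29.93% or unconfirmed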;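 further: 0% = low Mg2+ inducing control and 100% = high Mg2+ repressing control; strong numbers were not always called active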
Dengue-2 NS5 capping pilot replicate – second read-out of Dengue-2 NS5 capping, no call of its own (marks repeat the call); inhibition, %; measured here: pilot screen replicate inhibition
Numbers without * were called inactive; u = inconclusive; x = not tested or not shown; [ ] = another dose, or the depositor's remark.

SMILES	HIV fusion peptide	SV40 large T antigen	MgcRacGAP inhibition	GPR35 arrestin U2OS	GPR55 LPI antagonism	UTI89 phage lysis	Dengue-2 NS5 capping	RSV CPE inhibition	PhoP inhibition	others
COc1ccc(C2=NN(CC(=O)NCc3ccco3)C(=O)CC2)cc1	4.4%	0%	7%	1%	4%	3.0%	-2%	2.1%	2%
O=C(O)CN(CCc1ccccc1)S(=O)(=O)c1ccccc1	2.3%	2%	4%	1%	-1%	0.1%	-1%	0.9%	-4%
COc1ccc(C(=O)NCCOc2ccccc2)cc1S(=O)(=O)N1CCOCC1	x	x	7%	x	x	0.4%[50 µM]	0%	0.8%	x
O=C(Cc1ccc(Br)cc1)NCCc1ccccc1	x	6%	6%	x	x	0.5%	10%	x	x
CC1=C(C(=O)Nc2ccccn2)C(c2ccc(Cl)cc2Cl)NC(=S)N1 (centres undefined)	-1.5%	11%	17%	-2%	10%	0.1%	0%	1.9%	-8%
CCOc1cc(CNc2ccc(N3CCOCC3)cc2)cc(Br)c1OCC	-3.5%	36%	20µM*	4%	-5%	1.5%[50 µM]	-2%	1.9%	7%
CNC(=S)N(CCc1cccc(C)c1)Cc1cc2cc(OC)c(OC)cc2[nH]c1=O	1.8%	9%	6%	-8%	2%	u	4%	0.8%	-3%
Cn1c(CCNC(=O)c2cccs2)nnc1SCC(=O)N1CCN(c2ccccc2)CC1	-0.9%	1%	5%	-2%	3%	-0.4%	-5%	1.7%	-6%
Cc1ccc2c(c1)c1c3n2CCN(C(=O)Cn2c(-c4ccccc4)noc2=O)C3CCC1 (centres undefined)	-0.8%	12%	8%	-5%	-25%	8.8%	-5%	26%	4%
COc1ccc(CC(=O)c2ccc(OC3OC(CO)C(O)C(O)C3O)cc2O)cc1 (centres undefined)	0.5%	5%	6%	2%	7%	-0.1%	-5%	1.5%	5%
CCCC[C@@H]1CNC(=S)N1CCc1cccc(F)c1	1.0%	4%	9%	-16%	6%	1.2%	-4%	-0.2%	-1%
CCC1(c2ccccc2)NC(=O)N(CC(=O)Nc2cc(S(=O)(=O)N3CCOCC3)ccc2OC(C)C)C1=O (centres undefined)	x	7%	0%	x	x	0.0%[50 µM]	5%	1.5%	0%
CCC(Sc1nncn1C)C(=O)Nc1nnc(-c2ccccc2Cl)s1 (centres undefined)	3.3%	7%	5%	-1%	2%	3.2%	-4%	3.9%	-1%
Nn1c(SCC(=O)Nc2cc(S(=O)(=O)N3CCOCC3)ccc2Cl)nnc1-c1cccnc1	1.1%	7%	10%	-9%	-1%	0.1%	1%	1.9%	4%
O=C(c1ccccn1)N1CCN(S(=O)(=O)c2ccccc2)CC1	-1.6%	7%	-1%	10%	10%	0.0%	-4%	1.4%	-1%
CCOC(=O)/C=c1\s/c(=C\c2ccc(C#N)cc2)c(=O)n1CC(=O)NCc1ccco1	0.1%	0%	6%	7%	-2%	0.0%	0%	1.6%	4%
CCOc1ccc(N2C(=O)C(Cl)=C(Nc3ccccc3O)C2=O)cc1	-1.0%	24%	11%	8%	-13%	2.8%	31%	9.2%	-1%
Cc1cc(=O)[nH]c(SCC(=O)N2CCCC(C)C2)n1 (centres undefined)	-0.1%	16%	3%	-6%	0%	-0.6%	-3%	0.4%	-3%
Cc1csc(NC(=O)c2ccc(-c3ccc(Cl)cc3Cl)o2)n1	4.9%	-24%	6%	-6%	4%	0.2%	1%	4.4%	20%
COc1ccc(CNC(=O)CCc2c(C)nc3cc(-c4ccccc4OC)nn3c2C)cc1	1.0%	12%	18%	-8%	12%	1.2%	-10%	5.7%	-7%
COc1ccc(C2Nc3ccccc3C(=O)N2C2CCCCC2)cc1 (centres undefined)	0.5%	7%	4%	-4%	-18%	1.6%	-7%	0.3%	-6%
CCOC(=O)c1cc(C(C)C)sc1NC(=O)COC(=O)c1nccnc1N	x	1%	8%	x	x	-1.4%	-6%	-1.5%	-6%
C/C(=N\O)C(C)(C)Nc1ccc(Cl)cc1	0.2%	16%	11%	7%	7%	5.2%	-3%	3.7%	-1%
C1=C(CCNc2ncnc3c2[nH]c2ccccc23)CCCC1	-0.7%	-3%	6%	-10%	-3%	3.9%	-8%	5.5%	52%
NC(=O)CN1N=C(c2cc(Cl)sc2Cl)CSC1=O	4.3%	12%	4%	0%	-5%	-0.2%	-2%	5.7%	-6%

6 entries already listed, ordered by length of the SMILES, smallest number first:
SMILES	HIV fusion peptide	SV40 large T antigen	MgcRacGAP inhibition	GPR35 arrestin U2OS	GPR55 LPI antagonism	UTI89 phage lysis	Dengue-2 NS5 capping	RSV CPE inhibition	PhoP inhibition	others
CCCC[C@@H]1CNC(=S)N1CCc1cccc(F)c1	1.0%	4%	9%	-16%	6%	1.2%	-4%	-0.2%	-1%
Cc1cc(=O)[nH]c(SCC(=O)N2CCCC(C)C2)n1 (centres undefined)	-0.1%	16%	3%	-6%	0%	-0.6%	-3%	0.4%	-3%
O=C(O)CN(CCc1ccccc1)S(=O)(=O)c1ccccc1	2.3%	2%	4%	1%	-1%	0.1%	-1%	0.9%	-4%
Cc1csc(NC(=O)c2ccc(-c3ccc(Cl)cc3Cl)o2)n1	4.9%	-24%	6%	-6%	4%	0.2%	1%	4.4%	20%
COc1ccc(C2=NN(CC(=O)NCc3ccco3)C(=O)CC2)cc1	4.4%	0%	7%	1%	4%	3.0%	-2%	2.1%	2%
Nn1c(SCC(=O)Nc2cc(S(=O)(=O)N3CCOCC3)ccc2Cl)nnc1-c1cccnc1	1.1%	7%	10%	-9%	-1%	0.1%	1%	1.9%	4%

Next results.
SMILES	HIV fusion peptide	SV40 large T antigen	MgcRacGAP inhibition	GPR35 arrestin U2OS	GPR55 LPI antagonism	UTI89 phage lysis	Dengue-2 NS5 capping	RSV CPE inhibition	PhoP inhibition	others
Cn1cccc1CNCc1ccccc1Cl	-2.7%	2%	2%	-15%	12%	0.1%	-5%	-0.7%	1%
Cn1c(=O)[nH]c(=O)c2c1nc(SCCN1CCCCC1)n2CCCc1ccccc1	18%	3%	30%	3%	14%	12%	4%	0.2%	-3%
CC(C)C[C@H](N)c1nnc(SCc2ccc(Cl)cc2)o1	-1.1%	6%	1%	-2%	-2%	-0.5%	-4%	4.3%	3%
Clc1ccc(Nc2nc(NCCN3CCOCC3)nc(N3CCOCC3)n2)cc1	-1.9%	0%	17%	-2%	6%	2.3%[50 µM]	-1%	3.3%	4%
Cc1cccc(C(=O)NC2CCN(C(=O)Nc3ccccc3C)CC2)c1	-1.5%	12%	1%	19%	-13%	0.1%	-6%	-2.8%	-3%
COC(=O)c1cc([N+](=O)[O-])ccc1N1CCN(Cc2ccccc2)CC1	1.0%	7%	8%	9%	12%	3.6%	1%	0.6%	6%
CCCCC1NC(C(=O)O)CS1 (centres undefined)	-1.2%	-3%	13%	-6%	16%	0.2%	2%	2.8%	26%
Nc1ncc(-c2ccccc2)c(-c2ccc(O)cc2O)n1	4.2%	13%	14%	0%	2%	-0.2%	-10%	1.7%	-106%
O=C1NCC(COCc2ccco2)O1 (centres undefined)	13%	3%	5%	19%	-3%	0.2%[50 µM]	0%	-0.2%	-1%
CCN(CC)CCCNC(=O)c1[nH]c2ccccc2c1Sc1ccc(Cl)cc1	0.6%	24%	x	19%	0%	0.0%	-6%	0.4%	6%
Cc1ccc(F)cc1NC(=O)CSc1nc(Nc2ccccc2)nc(N2CCOCC2)n1	-0.2%	9%	7%	18%	10%	0.2%	-4%	1.5%	-2%
O=[N+]([O-])c1ccc(NCCCNS(=O)(=O)c2ccccc2)cc1	-0.8%	13%	-12%	5%	-8%	-0.2%	-3%	0.9%	-3%
Cn1cc(C(=O)Nc2ccc(C#N)cc2)c2ccccc2c1=O	2.5%	18%	x	3%	9%	0.2%	-11%	1.1%	0%
CCS(=O)(=O)c1ccc2oc(SCC(=O)NC(C)C3CC4CCC3C4)nc2c1 (centres undefined)	-0.3%	0%	2%	11%	-6%	-0.9%[50 µM]	-4%	2.3%	3%
CCN(C(=O)COC(=O)/C=C/c1cccc(Cl)c1)c1c(N)n(Cc2ccccc2)c(=O)[nH]c1=O	x	x	6%	x	x	0.4%[50 µM]	-1%	1.0%	x
CC(=O)Nc1ccc(N(C(=O)Cc2cccs2)C(C(=O)NC2CCCC2)c2ccncc2)cc1 (centres undefined)	2.8%	9%	6%	4%	-1%	0.3%	-2%	1.4%	-5%
O=C(CN(c1ccccc1)S(=O)(=O)c1ccccc1)Nc1ccccc1C(=O)NCc1ccco1	-0.1%	10%	3%	-10%	-5%	5.8%	-3%	3.6%	3%
COc1ccc(-c2cc(-c3nnc(-c4ccncc4)o3)c3ccccc3n2)cc1	0.8%	14%	11%	5%	11%	4.3%	0%	4.8%	-8%
O=C(Cn1cnc2ccccc2c1=O)NNC(=O)c1ccccc1	-0.2%	9%	x	-8%	-4%	x	x	x	1%
O=C(CSc1n[nH]c(-c2ccncc2)n1)Nc1ccccc1C(F)(F)F	0.6%	14%	8%	-3%	-5%	-0.1%	8%	4.8%	-4%
O=C(O)c1ccc(CSc2nc3ccc(N4C(=O)C5C6C=CC(C6)C5C4=O)cc3s2)cc1 (centres undefined)	4.1%	0%	1%	10%	9%	2.9%	1%	2.5%	-8%
CCOC(=O)C1=C(N)OC2=C(C(=O)CC(C)(C)C2)C1c1ccccc1OCC#N (centres undefined)	3.0%	-2%	8%	4%	6%	0.6%	-12%	-0.5%	-12%	Dengue-2 NS5 capping pilot replicate=-7.9
COC(CNC(=O)c1ccc2c(c1)ncn2-c1ccc(C)cc1C)OC	-1.3%	0%	11%	-10%	-14%	0.3%	1%	-2.1%	1%
CC(=O)c1ccc(NC(=S)NC(NC(=O)c2ccco2)C(Cl)(Cl)Cl)cc1 (centres undefined)	-1.3%	22%	8%	3%	16%	-0.5%	-14%	15%	46%
Cc1ccc(S(=O)(=O)n2cnc(C)c2)cc1	1.0%	8%	-12%	-4%	3%	-2.3%	-8%	-0.8%	8%
CCC(=O)NC(c1ccc(OC)cc1)c1c(O)ccc2ccccc12 (centres undefined)	-0.7%	13%	10%	-11%	-18%	0.3%	-7%	-1.6%	0%
COc1ccc2c(c1)c(C(=O)N/N=C/c1cccc(O)c1)c(C)n2C	-1.0%	14%	17%	7%	-1%	2.6%[50 µM]	-4%	2.3%	10%

Assay outcomes (PubChem BioAssay)

Hits appear at their usual frequency; overall some 1.5% were active at least once.
